Assay outcomes (PubChem)
ZTA counter: ZTA (EBV) inhibition in EBNA-1 counter-screen. P03206. ZTA-DNA binding, fluorescence polarization. inhibition, % at 11 µM. 0.15% of 320,000 active. AID 2234; in the data active = inhibition above about 33%
procasp7 counter: procaspase-7 activators, primary screen, counter-screen for procaspase-3 activator project, biochemical, absorbance, HTS, human. Caspase-7 (Homo sapiens), P55210. recombinant procaspase-7, Ac-DEVD-pNA absorbance 405 nm; D23A/D198A/D206A triple mutant, cannot self-cleave; scale: DMSO 0, 5 µM enzyme 100. AID 463210, 2010. activation, % at 8.5 µM. 0.093% of 330,000 active;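 active = percent activation above the screen-wide mean plus 3 SD, cut at about 25% in these data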
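Detection: p-Nitroaniline absorbance at 405 nm, read at 0 and 120 min; system: Uncleavable procaspase-7 mutant enzyme; evaluation: % activation from two-timepoint absorbance difference, scaled to controls; times: 1 h enzyme–compound preincubation and 2 h substrate reaction, both 25 °C; buffer or medium: Zinc-free HEPES pH 7.4 with 300 mM NaCl, 0.01% Triton X-100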
EBNA-1 inh: EBNA-1 DNA-binding inhibitors, primary screen, biochemical, fluorescence polarization; inhibition, % at 14.8 µM; 0.34% of 300,000 active; in the data active = inhibition above about 28%
MEP2-GFP yeast: modulators of MEP2-GFP levels in yeast, primary screen, S. cerevisiae, multiplex flow cytometry, MLPCN library; 0.51% of 330,000 active; GFP response vs DMSO, % at 10 µM; AID 2016, 2009; S. cerevisiae MEP2-GFP strain, 3 h; 100% = DMSO control level;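 active = GFP response versus DMSO above a set limit, roughly screen mean plus 3 SD, cut at about 180% in these data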;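 note: median GFP fluorescence of the barcode-gated MEP2-GFP cells per well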
proCasp3 act: activators of human procaspase-3 D3A mutant, primary screen, biochemical, absorbance, PC-3 D3A mutant, single concentration. 0.11% of 330,000 active. activation, % at 8.5 µM. Caspase-3 (Homo sapiens), P42574. recombinant procaspase-3 D3A, Ac-DEVD-pNA absorbance 405 nm. AID 463141, 2010;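 active = activation above the mean of all tested compounds plus 3 SD, cut at about 21% in these data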;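 note: 0% = DMSO alone and 100% = DMSO wells spiked with extra 5 µM PC-3 D3A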
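Assay system – Procaspase-3 D3A mutant · Benchmarks – DMSO low control, extra-enzyme high control · Technique – 405 nm absorbance of p-nitroaniline, reads at 0 and 120 min · Doses – 8.5 µM nominal · Measure – % activation between DMSO and enzyme-spiked controls · Also added – Ac-DEVD-pNA chromogenic peptide substrate · Schedule – 1 h compound preincubation, 2 h substrate hydrolysis at 25 °C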
LAP4-GFP MLPCN: modulators of LAP4-GFP expression in yeast, primary screen, S. cerevisiae, multiplex flow cytometry, MLPCN library; 3 h; median GFP as percent of DMSO wells; GFP response vs DMSO, % at 10 µM; 0.34% of 320,000 active; AID 2023, 2009;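 active = GFP response vs DMSO above a set limit, about the screen mean plus 3 SD, cut at about 150% in these data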
AHR activator: AHR activators, primary screen, cell-based, luminescence, luciferase reporter, human | AID 2796, 2010 | activation, % at 5 µM | Aryl hydrocarbon receptor (Homo sapiens), P35869 | 2.5% of 320,000 active | AHR-responsive luciferase reporter cells; in the data active = activation above about 47%;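 note: 0% = vehicle wells and 100% = reference agonist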
RPL19A-GFP yeast: RPL19A-GFP expression modulators in yeast, primary screen, cell-based, S. cerevisiae, multiplex flow cytometry, MLPCN | S. cerevisiae RPL19A-GFP strain, 3 h; active compounds read low | percent response vs DMSO, % at 10 µM | 0.3% of 330,000 active;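 active = percent response vs DMSO below 50%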;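 note: median channel GFP fluorescence of the barcoded RPL19A-GFP strain; ratio of sample median GFP to plate DMSO average so 100% = DMSO; lower means less RPL19A-GFP as with rapamycin TOR inhibition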
An asterisk follows results filed as active; . = no result given.

Short forms – A = ZTA counter; B = procasp7 counter; C = EBNA-1 inh; D = MEP2-GFP yeast; E = proCasp3 act; F = LAP4-GFP MLPCN; G = AHR activator; H = RPL19A-GFP yeast
(1) COc1ccccc1-c1ocnc1C(=O)N1CCN(C(=O)C(c2ccccc2)c2ccccc2)CC1
  A = -6	B = -4	C = -6	D = 93	E = -1	F = 92	G = 2	H = 102

(2) Cc1ccccc1Nc1nc(N)nc(COC(=O)c2cccc(S(=O)(=O)N(C)C)c2)n1
  A = -3	B = 3	C = 2	D = 97	E = -7	F = 92	G = -2	H = 96

(3) CC(C)c1ccccc1NC(=S)NC(C)c1ccccc1 (stereo not given)
  A = 16	B = -5	C = 6	D = 99	E = -8	F = 91	G = 0	H = 105

(4) Cc1ccc(CNC(=O)CCCc2c[nH]c3ccccc23)cc1
  A = -6	B = -4	C = -6	D = 111	E = 5	F = 107	G = 8	H = 102

(5) O=C(O)c1cccc(N2CCCC2=O)c1
  A = 9	B = -1	C = 8	D = 97	E = 4	F = 102	G = -1	H = 97

(6) Cc1ccc(C2Nc3ccc4ccccc4c3C3=C2C(=O)CC(C)(C)C3)o1 (stereo not given)
  A = 6	B = 15	C = 12	D = 106	E = 46*	F = 101	G = 4	H = 100

(7) COc1ccc(C(=O)Nc2ccc(S(=O)(=O)N3CCOCC3)cc2)cc1
  A = 3	B = 8	C = 2	D = 100	E = 1	F = 105	G = -2	H = 96

(8) Cc1ccc(S(=O)(=O)Oc2ccccc2/C=N/NC(=O)c2nn(C)cc2[N+](=O)[O-])cc1
  A = -9	B = 0	C = 4	D = 98	E = -5	F = 86	G = 2	H = 106

(9) O=C(CCN1CCN(c2ccccc2)CC1)Nc1ccc(OCc2ccccc2)cc1
  A = -13	B = 6	C = 7	D = 112	E = 3	F = 105	G = 1	H = 107

(10) CCOC(=O)CNC(=O)CNC(=O)c1nn(-c2ccc(OC)c(OC)c2)c(=O)c2ccccc12
  A = 4	B = 1	C = -3	D = 112	E = 2	F = 114	G = 1	H = 107

(11) CC(=O)c1cc2c(cc1NC(=O)CSc1nc3ccccc3[nH]1)OCO2
  A = -1	B = -8	C = -9	D = 104	E = 2	F = 97	G = 22	H = 103

(12) COc1ccc(NC(=O)CN2C(=O)c3cccc4cccc2c34)c(OC)c1
  A = -6	B = 3	C = 3	D = 120	E = 2	F = 120	G = 3	H = 110

(13) Cn1c(=O)c2c(ncn2CC(=O)OCC(=O)NCc2ccccc2Cl)n(C)c1=O
  A = 8	B = -7	C = 8	D = 101	E = 4	F = 96	G = -1	H = 101

(14) CC(C)(C)NC(=O)C(c1ccc(F)cc1)N(CCc1ccccc1)C(=O)c1ccn[nH]1 (stereo not given)
  A = 1	B = 5	C = -2	D = 99	E = -2	F = 96	G = 2	H = 96

(15) COc1ccc(NC(=O)c2cccc3ccccc23)cc1
  A = -8	B = -3	C = -4	D = 99	E = -1	F = 105	G = 52*	H = 99

Three compounds already listed, ordered by the number in AHR activator, largest number first.
| entry | Compound | AHR activator |
| --- | --- | --- |
| 11 | CC(=O)c1cc2c(cc1NC(=O)CSc1nc3ccccc3[nH]1)OCO2 | 22 |
| 14 | CC(C)(C)NC(=O)C(c1ccc(F)cc1)N(CCc1ccccc1)C(=O)c1ccn[nH]1 (stereo not given) | 2 |
| 5 | O=C(O)c1cccc(N2CCCC2=O)c1 | -1 |

Three entries drawn at random from the list so far:
Short forms – A = ZTA counter; B = procasp7 counter; C = EBNA-1 inh; D = MEP2-GFP yeast; E = proCasp3 act; F = LAP4-GFP MLPCN; G = AHR activator; H = RPL19A-GFP yeast
(7) COc1ccc(C(=O)Nc2ccc(S(=O)(=O)N3CCOCC3)cc2)cc1
  A = 3	B = 8	C = 2	D = 100	E = 1	F = 105	G = -2	H = 96

(9) O=C(CCN1CCN(c2ccccc2)CC1)Nc1ccc(OCc2ccccc2)cc1
  A = -13	B = 6	C = 7	D = 112	E = 3	F = 105	G = 1	H = 107

(3) CC(C)c1ccccc1NC(=S)NC(C)c1ccccc1 (stereo not given)
  A = 16	B = -5	C = 6	D = 99	E = -8	F = 91	G = 0	H = 105

The listing picks up, starting 4 compounds before the break.
Short forms – A = ZTA counter; B = procasp7 counter; C = EBNA-1 inh; D = MEP2-GFP yeast; E = proCasp3 act; F = LAP4-GFP MLPCN; G = AHR activator; H = RPL19A-GFP yeast
(12) COc1ccc(NC(=O)CN2C(=O)c3cccc4cccc2c34)c(OC)c1
  A = -6	B = 3	C = 3	D = 120	E = 2	F = 120	G = 3	H = 110

(13) Cn1c(=O)c2c(ncn2CC(=O)OCC(=O)NCc2ccccc2Cl)n(C)c1=O
  A = 8	B = -7	C = 8	D = 101	E = 4	F = 96	G = -1	H = 101

(14) CC(C)(C)NC(=O)C(c1ccc(F)cc1)N(CCc1ccccc1)C(=O)c1ccn[nH]1 (stereo not given)
  A = 1	B = 5	C = -2	D = 99	E = -2	F = 96	G = 2	H = 96

(15) COc1ccc(NC(=O)c2cccc3ccccc23)cc1
  A = -8	B = -3	C = -4	D = 99	E = -1	F = 105	G = 52*	H = 99

(16) CCn1nnc(NC(=O)c2ccc(-c3ccc(Cl)cc3)o2)n1
  A = 7	B = -18	C = 1	D = 104	E = -12	F = 103	G = 12	H = 99

(17) CSc1nc(N)nc2c1ncn2CC(=O)NCc1ccc2c(c1)OCO2
  A = .	B = 9	C = .	D = 86	E = 1	F = 91	G = -2	H = 91

(18) O=C(NN=C1CCCCCCC1)c1ccccn1
  A = -8	B = 6	C = -9	D = 99	E = 3	F = 104	G = 3	H = 99

(19) CC1(C)Oc2cc(N)c([N+](=O)[O-])cc2O1
  A = 5	B = -11	C = -3	D = 128	E = -1	F = 114	G = 5	H = 100

(20) Cc1ccc(S(=O)(=O)N2CCCCC2)cc1C(=O)NCCN1CCOCC1
  A = 1	B = -4	C = .	D = 104	E = 10	F = 111	G = 1	H = 101

(21) CCc1ccc(NC(=O)C2CCN(S(C)(=O)=O)CC2)cc1
  A = -7	B = -10	C = -7	D = 98	E = -4	F = 96	G = 7	H = 98

(22) NC(=O)C1=C[C@@H](c2ccccc2)C[C@@H](OCCCCO)O1
  A = -20	B = -6	C = -3	D = 88	E = 6	F = 122	G = 1	H = 92

(23) COc1ccc(/C=N/NC(=O)c2ccc(CN3C(=O)c4cccc5cccc3c45)cc2)cc1O
  A = 19	B = -1	C = 14	D = 101	E = -1	F = 98	G = 5	H = 101

(24) O=C(Nc1cccc(S(=O)(=O)NC2=NCCC2)c1)c1cc(-c2ccccn2)nc2ccccc12
  A = -9	B = -3	C = 4	D = 95	E = 6	F = 103	G = 6	H = 95

(25) Cc1ccc(NC(=O)c2cc(C)nc3ccccc23)c(C)c1
  A = 6	B = 5	C = 5	D = 109	E = -4	F = 95	G = 7	H = 104

(26) CCC(=O)Nc1nnc(SCc2ccccc2F)s1
  A = -9	B = 2	C = -3	D = 104	E = -7	F = 106	G = 0	H = 96

(27) N#Cc1ccc(-c2ccc(F)cc2)nc1Sc1ccccc1
  A = -2	B = -1	C = 7	D = 108	E = -8	F = 103	G = 0	H = 99

(28) Cc1ccnc(SCc2cn3c(C)cccc3n2)n1
  A = 4	B = 0	C = 2	D = 97	E = 3	F = 108	G = 4	H = 96

(29) O=C(Nc1ccccc1)N(Cc1ccccc1)CC(O)C(F)(F)F (stereo not given)
  A = 7	B = 8	C = 3	D = 102	E = 2	F = 103	G = 1	H = 98

(30) Brc1cccc(OCCN2CCCCC2)c1
  A = 11	B = 2	C = 13	D = 104	E = 7	F = 85	G = 0	H = 104

The order is random. Share with any hit: about 3.8%.
